# Screens deposited in PubChem by NMMLSC.
# Myeloid diff 2 = induction of myeloid progenitor differentiation, primary screen, cell-based, flow cytometry, MLPCN library | ER-HoxA9 myeloid progenitors, lysozyme-GFP differentiation | calls only at 10 µM | hit rate 1% among 360,000 | AID 624256, 2012;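 active = normalized GFP-positive differentiation at or above the plate's own cutoff, the solvent-only control mean plus 3 SD; inconclusive = no clear call, values can overlap the other calls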;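 also: cells exposed to compound for four days before flow analysis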
# Myeloid diff 2 GFP+ MAC1+ % = recorded beside Myeloid diff 2, whose call it bears; GFP+ MAC1+ double positive, %; measured here: differentiation confirmed by MAC1 staining
# An asterisk follows results filed as active; i = inactive; ? = inconclusive; / = not tested or not shown. This is a subset; rates above refer to the full screens.
SMILES,Myeloid diff 2,Myeloid diff 2 GFP+ MAC1+ %
O=C(NCCN1CCC(n2c(=O)[nH]c3ccccc32)CC1)N1c2ccccc2Sc2ccccc21,i,0.4
O=C(Nc1ccc(F)cc1)C(c1cccc(F)c1)N1CCN(CC(=O)N2CCCC2)CC1 (stereo not drawn),i,2.2
O=C(NC(c1ccc(F)cc1)c1ccc2ccccc2n1)C1CCN(Cc2ccc3ccccc3n2)CC1 (stereo not drawn),i,1.1
CC(C)OC(=O)/C=C1\C[C@@H](c2ccccc2C(F)(F)F)O[C@@H](c2ccccc2C(F)(F)F)O1,i,4.1
COc1ccc(CC(=O)Nc2nc(OCCN3CCCC3=O)cnc2-c2cccc(C(F)(F)F)c2)cc1,i,0.4
O=C(NCc1ccccc1)c1cc(C2CCCN(C(=O)CCc3ccccc3)C2)on1 (stereo not drawn),i,1.0
COc1cc(NC(=O)C2(C)CCCN(C(C)C)C2)cc(OC)c1OC (stereo not drawn),i,2.5
O=C(Nc1ccccc1F)c1csc([C@@H]2C[C@H](O)[C@@H](CO)O2)n1,i,1.3
C[C@H]1CN([C@@H](C)CO)C(=O)CCCn2nncc2CO[C@@H]1CN(C)Cc1cccc(C(=O)O)c1,i,1.1
CCCN(CCC)Cc1cc(=O)oc2cc(C)cc(C)c12,i,2.0
O=C(NCc1cc(Cl)cc(Cl)c1)c1csc([C@@H]2C[C@H](O)[C@@H](CO)O2)n1,i,0.2
OC[C@@H]1CN(Cc2ccc(Cl)cc2)C[C@H](n2cnc3c(Nc4ccccc4)ncnc32)O1,i,0.4
OC[C@@H]1CN(Cc2ccccc2)C[C@H](n2cnc3c(NC4CCCC4)ncnc32)O1,i,0.5
COc1ccccc1-c1cccc(-c2nc(C(=O)N3CCCCC3)cc3c2[C@@H](CCO)N(S(=O)C(C)(C)C)C3)c1 (stereo partly drawn),i,0.7
Cc1ccc(Cc2c(C(C)(C)C)nc3ccc(Br)cn23)cc1,i,1.3
Cc1cc2nc(-c3ccc(F)cc3)c(CC3CCCCC3)n2c(C)c1Br,i,1.3
COc1ccc(CC(N)c2csc(Nc3cc(NCc4ccco4)ncn3)n2)cc1 (stereo not drawn),i,1.2
COC(=O)[C@]12CCCCC=C1N(Cc1ccc3c(c1)OCO3)C(=O)[C@H](CC(=O)N1CCC(c3ccccc3)CC1)C2,i,0.5
CN1OC[C@@H]2CN(C(=O)CCc3ccccc3)[C@H](c3ccc(-n4ccnc4)cc3)C[C@@H]21,i,0.4
CC(O)(c1ccc(F)c(F)c1)c1nc(-c2cccc(F)c2)cs1 (stereo not drawn),i,0.8
CC(C)NC(=O)c1cc(C2CCCCN2C(=O)CCCc2ccccc2)on1 (stereo not drawn),i,1.1
COc1ccc(C2=Nc3ccccc3NC(=O)C2N(C(=O)c2cnc(C)cn2)c2ccc(N3CCOCC3)cc2)cc1 (stereo not drawn),i,0.8
CCCCC[C@@H]1[C@@H]2C(=C(OCC)C[C@@H]3C(=O)N(c4ccccc4)C(=O)[C@H]23)[C@H](c2ccccc2)N1S(=O)(=O)c1ccc(C)cc1,i,0.7
CN(C)CCNc1ncnc2c1ncn2[C@H]1CN(Cc2ccc3c(c2)OCO3)C[C@@H](CO)O1,i,0.8
CN(C)CCN(C)C1CN(Cc2ccccc2)S(=O)(=O)C1 (stereo not drawn),i,0.6
CCCCNC(=O)C1(C)CCCCN1CC(=O)c1ccc(OC)cc1 (stereo not drawn),i,0.7
CC1(C(=O)NS(=O)(=O)c2ccccc2Cl)CCN1C(=O)c1ccccc1 (stereo not drawn),i,1.7
CC(C)c1ccc(NC(=O)Nc2nc(C(N)C(C)C)cs2)cc1 (stereo not drawn),i,0.2
COc1ccc(/C=C/c2cc(O)cc(O[C@@H]3O[C@H](CO)[C@@H](O)[C@H](O)[C@H]3O)c2)cc1O,i,1.8
Nc1ccc(-c2cc(NC=O)c3ncc(-c4cccc(C(F)(F)F)c4)n3c2)cn1,i,3.6
Cc1ccc(CNC(=O)/C=C/[C@H]2O[C@@H](n3cc(C)c(=O)[nH]c3=O)C[C@@H]2O)o1,i,1.4
CCOc1ccccc1CN1[C@@H](c2ccc(OC)cc2)CC(C(=O)OC)(C(=O)OC)[C@H]1c1ccccc1,i,2.6
Cc1ccc(CNC(=O)OC2CC3CC2[C@H]2CCCCN2C3=O)cc1 (stereo partly drawn),i,0.9
COC(=O)C1=CN(c2ccc(N3CCOCC3)cc2)C(N)=C(C#N)C1c1ccccc1 (stereo not drawn),i,2.1
COc1ccc(CCN2C(=O)CSCC2(C)C(=O)Nc2ccc3c(c2)OCCO3)cc1OC (stereo not drawn),i,0.8
COc1cc(C(=O)N2CCCCC2c2cc(C(=O)Nc3ccccc3Cl)no2)cc(OC)c1C (stereo not drawn),i,1.2
c1csc(CNc2ccn3nc(-c4ccc(OCCN5CCOCC5)cc4)cc3n2)c1,i,0.8
CCOC(=O)[C@]12CCCC=C1N(Cc1ccco1)C(=O)[C@H](CC(=O)NCc1ccccc1)C2,i,0.4
COc1ccc(-c2ccc(C(=O)Nc3cccc(C(F)(F)F)c3)c3occc23)c(C)c1,i,0.7
CC(C)COC(=O)N1CCCCC1c1cc(C(=O)NCc2ccc(F)cc2)no1 (stereo not drawn),i,0.4
Cc1cc(C)nc(Nc2nc(C(N)Cc3ccc(C(F)(F)F)cc3)cs2)n1 (stereo not drawn),i,0.5
COc1ccc(CN2C(=O)c3ccccc3C2c2nnnn2-c2ccc3c(c2)OCCO3)cc1OC (stereo not drawn),i,1.2
O=C(Nc1ccc2c(c1)OCO2)c1cc(C2CCCCN2C(=O)CCCc2ccccc2)on1 (stereo not drawn),i,0.8
COc1ccc(-c2ccccc2)cc1NC(=O)[C@@H]1O[C@H](CO)[C@H](O)[C@H](O)[C@H]1O,i,1.6
COc1cccc(NC(=O)C2(C)CCN2CCc2ccccc2)c1 (stereo not drawn),i,0.5
CC1(C(=O)NS(=O)(=O)C2CC2)CCN(C(=O)c2cccc(Cl)c2)C1 (stereo not drawn),i,1.3
CCc1nc2ccc(C(=O)NCC3CCCCC3)cn2c1N(C)Cc1ccc(OC)cc1,i,0.6
OCc1cccc(-c2csc(C(O)c3ccccc3)n2)c1 (stereo not drawn),i,0.9
NC(Cc1ccc(F)cc1)c1csc(Nc2ccc(C(=O)c3ccccc3)cc2)n1 (stereo not drawn),i,0.6
CC1(C(=O)Nc2ccc3nc[nH]c3c2)CCN1C(=O)C1(c2ccccc2)CCCC1 (stereo not drawn),i,0.5
Clc1ccc(-c2nc3c4ccccc4ccn3c2Cc2cccc(Cl)c2)cc1,i,0.7
O=C1NC[C@H](CCCCN2CCN(Cc3ccccc3)C(=O)C2=O)N(CCc2ccc(O)cc2)C1=O,i,0.9
CS(=O)(=O)n1c2ccccc2c(=O)n1-c1ccccc1CCl,i,1.2
COc1cccc(C(NC(C)=O)c2nc(-c3ccccc3C)cs2)c1 (stereo not drawn),i,1.3
CCc1nc2c(OCCC3CCCCC3)cccn2c1N(C)C(=O)c1ccncc1,i,0.8
CCN(CC)C(=O)c1cccc(-c2csc(C(O)c3cccc(Cl)c3)n2)c1 (stereo not drawn),i,0.8
CNc1cc(-c2ccc(OC)nc2)ncn1,i,1.0
C=CCOc1cccn2c(N(C=O)Cc3ccc(OC)cc3)c(CC)nc12,i,0.9
c1cnn2c(-c3ccc4c(c3)CCO4)cnc2c1,i,2.0
CCCC(=O)N1CCC1(C)C(=O)NS(=O)(=O)c1cccc(C)c1 (stereo not drawn),i,0.8
# Other compounds follow:
SMILES,Myeloid diff 2,Myeloid diff 2 GFP+ MAC1+ %
CC(=O)Nc1ccc(-c2ccnc3c2CC(C(=O)NCC2CC2)O3)cc1 (stereo not drawn),i,0.1
CCOC(=O)[C@]12CCCC=C1N(Cc1cccc3ccccc13)C(=O)[C@H](CC(=O)N1CCN(C(=O)C3CC3)CC1)C2,i,0.8
COc1cc(OC)nc(C(NC(=O)C2CCN(Cc3ccc(Oc4ccccc4)cc3)CC2)c2ccccc2C)n1 (stereo not drawn),i,2.0
COc1ccc(C(C)=O)cc1CC1(C)C(=O)Nc2ccc(-c3cccc(C(F)(F)F)c3)cc21 (stereo not drawn),i,0.7
OC[C@@H]1CN(Cc2ccc(F)cc2)C[C@H](n2cnc3c(Nc4ccccc4)ncnc32)O1,i,0.4
CCC(c1nnnn1-c1ccc2c(c1)OCCO2)N1CCN(C/C=C/c2ccccc2)CC1 (stereo not drawn),i,0.9
CSCCNC(=O)C1(C)CCN1C(=O)c1ccc(C(C)(C)C)cc1 (stereo not drawn),i,1.3
CN(C)CCNc1cccc2sc3ccc(O)cc3c(=O)c12,?,/
CC1(C(=O)NS(=O)(=O)C2CC2)CCN(C(=O)c2ccc(F)c(Cl)c2)C1 (stereo not drawn),i,0.3
CCCC(=O)N1CCC1(C)C(=O)Nc1ccccc1-c1ccccc1 (stereo not drawn),i,1.3
O=C(O)c1cccc(-c2csc(C(O)c3ccc(F)cc3)n2)c1 (stereo not drawn),i,0.5
CNc1ncnc2c1ncn2[C@H]1CN(CCOC)C[C@@H](CO)O1,i,0.3
CSc1ccc(CN2CCC(C)(Oc3ccccc3C)C2)cc1 (stereo not drawn),i,1.5
CCOC(=O)CC1(C)Oc2ccccc2N1S(=O)(=O)c1ccc(C)cc1 (stereo not drawn),i,2.8
Cc1ccc(C)c(C(O)c2ncc(-c3ccc(C(F)(F)F)cc3)[nH]2)c1 (stereo not drawn),i,0.6
CCCS(=O)(=O)NC(=O)C1(C)CCN(C(=O)c2cccc3ccccc23)C1 (stereo not drawn),i,0.8
CCOC(=O)[C@]12CCC=C1N(Cc1ccc3c(c1)OCO3)C(=O)[C@H](CC(=O)NCc1cccc3ccccc13)C2,i,1.0
Cc1cc(C)cc(CC(=O)N2CCC2(C)C(=O)NS(=O)(=O)c2ccccc2C)c1 (stereo not drawn),i,0.6
CCOC(=O)[C@]12CCC=C1N(Cc1ccco1)C(=O)[C@H](CC(=O)N1CCN(C(=O)C3CC3)CC1)C2,i,1.7
CCc1nc2c(OCc3ccc(C(F)(F)F)cc3)cccn2c1N(C=O)Cc1ccc(OC)cc1,i,1.6

# A run of entries of the results above, as a working copy:
SMILES,Myeloid diff 2,Myeloid diff 2 GFP+ MAC1+ %
CCC(c1nnnn1-c1ccc2c(c1)OCCO2)N1CCN(C/C=C/c2ccccc2)CC1 (stereo not drawn),i,0.9
CSCCNC(=O)C1(C)CCN1C(=O)c1ccc(C(C)(C)C)cc1 (stereo not drawn),i,1.3
CN(C)CCNc1cccc2sc3ccc(O)cc3c(=O)c12,?,/
CC1(C(=O)NS(=O)(=O)C2CC2)CCN(C(=O)c2ccc(F)c(Cl)c2)C1 (stereo not drawn),i,0.3
CCCC(=O)N1CCC1(C)C(=O)Nc1ccccc1-c1ccccc1 (stereo not drawn),i,1.3
O=C(O)c1cccc(-c2csc(C(O)c3ccc(F)cc3)n2)c1 (stereo not drawn),i,0.5

# Entries of single compounds, looked up by structure. Order of screens: Myeloid diff 2, Myeloid diff 2 GFP+ MAC1+ %
# CNc1ncnc2c1ncn2[C@H]1CN(CCOC)C[C@@H](CO)O1 as listed: i, 0.3
# CCOC(=O)CC1(C)Oc2ccccc2N1S(=O)(=O)c1ccc(C)cc1 (stereo not drawn) as listed: i, 2.8
# CCOC(=O)[C@]12CCCC=C1N(Cc1cccc3ccccc13)C(=O)[C@H](CC(=O)N1CCN(C(=O)C3CC3)CC1)C2 as listed: i, 0.8
# OC[C@@H]1CN(Cc2ccc(F)cc2)C[C@H](n2cnc3c(Nc4ccccc4)ncnc32)O1 as listed: i, 0.4

# New compounds follow.
SMILES,Myeloid diff 2,Myeloid diff 2 GFP+ MAC1+ %
Cc1cccc(C)c1NC(=O)C1(C)CSCC(=O)N1Cc1ccco1 (stereo not drawn),i,2.4
CCc1nc2ccc(C(=O)N(C)C(C)C)cn2c1N(CC)Cc1cccc(Br)c1,i,1.0
Cn1c(NCc2ccccc2F)nc2cc(-c3ccsc3)sc2c1=O,i,1.1
CCOC(=O)C[C@@H]1OC[C@H](CO)N1S(=O)(=O)c1ccc(C)cc1,i,2.7
[O-][n+]1cc(Cl)cc(Cl)c1,i,1.0
CC(C)Oc1cccc(NC(=O)C2(C)CCN2C(=O)C(C)C)c1 (stereo not drawn),i,1.5
Cc1ccc(S(=O)(=O)N2CCC(=O)N([C@H](COCc3cccc(Cl)c3)C(C)C)CC2)cc1,i,1.3
COc1ccc(C2=Nc3ccccc3N(C(=O)c3cccnc3)C2C(=O)NC2CCCC2)cc1 (stereo not drawn),i,4.1
CC(C)N1CCC1(C)C(=O)Nc1ccc2scnc2c1 (stereo not drawn),i,1.1
O=C(c1ccc(Cl)c(Cl)c1)N1CCC(=O)N([C@H](COCc2ccc(Cl)cc2)Cc2ccccc2)CC1,i,0.9
COc1cccc(-c2cnc(C(O)c3ccc(Cl)c(Cl)c3)[nH]2)c1 (stereo not drawn),i,1.2
CSCCC(c1nnnn1C1CCCC1)N1CCN(C/C=C/c2ccccc2)CC1 (stereo not drawn),i,0.5
OC(c1ccccc1)c1nc(-c2cccs2)cs1 (stereo not drawn),i,0.6
Cn1nc(C(C)(C)C)cc1N1C(=O)CCC1(C)C(=O)NC1CCCC1 (stereo not drawn),i,1.9
COc1cc(-c2cc(NC(C)=O)c3ncc(-c4ccccc4)n3c2)cc(OC)c1OC,i,1.6
COc1ccc(Cl)cc1Cn1c(C)c(C(=O)NCc2cccc(C(F)(F)F)c2)sc1=O,i,3.2
COC(=O)c1c(-c2ccc(N(C)C)cc2)oc2c1C(OC)CCC2 (stereo not drawn),i,0.9
CCOC(=O)[C@]12CCCC=C1N(Cc1ccco1)C(=O)[C@H](CC(=O)NCC1CCCCC1)C2,i,0.3
COc1cc(C(O)c2nc(/C=C/c3ccc(C(F)(F)F)cc3)cs2)ccc1F (stereo not drawn),i,0.3
CCC(c1nc2ccccc2[nH]1)n1c(-c2cnccn2)nc2ccccc21 (stereo not drawn),i,2.2
